RGS4-Gao reg: modulates binding of RGS4 to human Galphao; Multiplexed bead flow cytometry; actives lie on both sides; binding response (% of control), % at 10 µM; hit rate 0.33% among 220,000; AID 1415; in the data active means binding response below about 49% or above about 150%; inactive means in between;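 further: fluorescent Galphao activated with aluminum fluoride binding bead-coupled RGS4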
Target sequence (P09471 whole entry, looked up): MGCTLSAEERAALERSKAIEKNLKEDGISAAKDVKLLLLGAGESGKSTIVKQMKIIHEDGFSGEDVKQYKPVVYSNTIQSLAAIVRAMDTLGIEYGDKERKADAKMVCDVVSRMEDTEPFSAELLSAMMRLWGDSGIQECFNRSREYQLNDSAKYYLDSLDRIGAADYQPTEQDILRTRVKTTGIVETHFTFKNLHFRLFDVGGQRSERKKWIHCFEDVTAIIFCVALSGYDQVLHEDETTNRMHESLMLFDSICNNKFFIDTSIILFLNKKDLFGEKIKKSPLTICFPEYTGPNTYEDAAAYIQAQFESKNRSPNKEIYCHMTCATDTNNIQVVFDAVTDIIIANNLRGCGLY
RGS7-Gao reg: human RGS7-Galphao interaction regulation; Multiplexed bead flow cytometry, RGS7-Galphao binding; actives lie on both sides; binding response (% of control), % at 10 µM; AID 1439; hit rate 0.35% among 220,000; in the data active means binding response below about 49% or above about 150%; inconclusive means no clear call, values can overlap the other calls; inactive means in between;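 further: fluorescent Galphao held in activated GDP-AlF4 state binding bead-coupled RGS7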
RGS8-Gao: human RGS8-Galphao interaction regulation; multiplexed bead flow cytometry, RGS8-Galphao binding; actives lie on both sides; response (percent of control binding), % at 10 µM; hit rate 0.34% among 220,000; in the data active means response below about 60% or above about 140%; inactive means in between;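 further: Galphao activated as the GDP aluminium fluoride complex binding bead-coupled RGS8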
Active calls of the source: *; ? = inconclusive.

mol | RGS4-Gao reg | RGS7-Gao reg | RGS8-Gao
CC1(C)C2([N+](=O)[O-])CN3CC1([N+](=O)[O-])CN(C2)C3c1ccc(O)c(O)c1 (stereo not drawn) | 101.4 | ? | 99.9
c1cc2c3c(cccc3c1)C(N1CCOCC1)=N2 | 109.5 | ? | 106.8
O=C1CC(NNC(=O)c2ccc(Br)cc2)C(=O)N1 (stereo not drawn) | 99.8 | ? | 100.9
c1ccc(Oc2nc(-c3ccccn3)nc3ccccc23)cc1 | 104.3 | ? | 100.8
Cc1ccc(S(=O)(=O)N(Cc2cc3ccccc3[nH]c2=O)c2cccc(C)c2)cc1 | 96.0 | ? | 98.7
CCOC(=O)/C(=N/Nc1ccccc1OC)N1CCCc2ccccc21 | 102.2 | ? | 101.3
O=C(CSc1ccccn1)Nc1ccc2c(c1)OCCO2 | 104.0 | ? | 102.3
CSc1n[nH]c(=O)n1C1CCCCC1 | 98.3 | ? | 100.7
CC(C)C(=O)NS(=O)(=O)c1ccc(NS(C)(=O)=O)cc1 | 87.5 | ? | 96.3
COc1ccc(C(=O)Nc2cccnc2Sc2ccc(Cl)cc2)cc1 | 103.4 | ? | 100.3
c1coc(CNc2ncnc3[nH]ncc23)c1 | 101.4 | ? | 100.2
NNC(=O)CS(=O)(=O)c1ccc(Cl)cc1 | 97.9 | ? | 102.1
CN(C)NC(=S)Nc1cccc(C(F)(F)F)c1 | 92.7 | ? | 97.6
CCOC(=O)c1c(C)nn(-c2ncccc2NC(=O)NC(C)C)c1C | 108.9 | ? | 102.4
COc1cccc(CC(=O)Nc2ccc(-c3csc(C)n3)cc2)c1 | 97.1 | ? | 97.9
CCn1cc(C(=O)O)c(=O)c2cc(F)c(N3CCN(C(=S)NC(=O)c4ccccc4C)CC3)cc21 | 104.8 | ? | 99.3
CN1C(=O)C(CC(=O)NCCc2ccccc2)N(NC(=O)c2ccc(Cl)cc2)C1=S (stereo not drawn) | 100.0 | ? | 98.7
Cc1ccc2c(c1)nnc1nnc(SCC(=O)O)n12 | 102.8 | ? | 104.2
O=C1C=C(O)c2cccc(O)c2C1=O | 99.3 | ? | 97.2
O=C(NC1CCCCC1)c1cc(C2CC2)on1 | 99.6 | ? | 102.5

The closing 3 entries of the part before lead into the next:
mol | RGS4-Gao reg | RGS7-Gao reg | RGS8-Gao
Cc1ccc2c(c1)nnc1nnc(SCC(=O)O)n12 | 102.8 | ? | 104.2
O=C1C=C(O)c2cccc(O)c2C1=O | 99.3 | ? | 97.2
O=C(NC1CCCCC1)c1cc(C2CC2)on1 | 99.6 | ? | 102.5
COc1cccc(N2CN(CCc3ccccc3)CNC2=S)c1 | 101.9 | ? | 99.4
CCCCOc1ccc(CN=C(N)N)cc1Cl | 102.4 | ? | 101.4
CCSc1nnc(NC(=O)c2cc(-c3ccccc3O)n[nH]2)s1 | 99.9 | ? | 99.2
O/N=C/c1ccc2ccccc2n1 | 103.3 | ? | 101.8
CSc1nc(Cl)cc(=O)[nH]1 | 97.0 | ? | 96.7
O=C(Cn1nnc2ccccc21)c1ccc(Br)cc1 | 97.3 | ? | 99.2
Cc1onc(-c2ccccc2)c1-c1csc(N/N=C/c2ccccc2)n1 | 103.2 | ? | 102.2
O=C(Nc1cccnc1)c1cccc([N+](=O)[O-])c1 | 100.8 | ? | 99.9
CNc1nc(-c2ccc3c(c2)CCN3C(=O)c2cccc(F)c2)cs1 | 100.0 | ? | 99.6
O=C(O)c1cc2n(n1)C(C(F)(F)F)CC(C1CC1)N2 (stereo not drawn) | 100.3 | ? | 101.8
O=C(/C=C/c1ccco1)N(Cc1cccc(Cl)c1)C1CCS(=O)(=O)C1 (stereo not drawn) | 97.9 | ? | 97.6
C/C(=N\n1c(C)nc2ccccc2c1=O)c1ccc(C)o1 | 103.0 | ? | 100.3
O=C(NCC1CC1)NC(=O)c1c(F)cccc1Cl | 5.7* | ? | 42.2*
c1ccc2sc(-c3ccncc3)nc2c1 | 102.8 | ? | 101.1
COc1cccc(/C=N/NC(=O)CCn2cnc3ccccc32)c1 | 103.2 | ? | 102.1
CSC(=CC(=O)c1ccc(F)cc1)SC | 101.3 | ? | 98.4
COc1ccc(-n2nnnc2/C=C\Nc2ccc(C)cc2)cc1 | 100.1 | ? | 102.0
CCCS(=O)(=O)C/C(N)=N/OC(=O)c1ccccc1Cl | 102.1 | ? | 101.7
CCOC(=O)c1c(CSc2ccsc2)n(C)c2cc(Br)c(O)c(CN(C)C)c12 | 101.0 | ? | 100.2
O=C1C2(CCCC13COC(c1ccc(O)cc1)OC3)COC(c1ccc(O)cc1)OC2 (stereo not drawn) | 101.6 | ? | 99.8

Other structures.
mol | RGS4-Gao reg | RGS7-Gao reg | RGS8-Gao
CC(C)OC(=O)/C(=C/c1ccco1)c1ccccc1 | 99.7 | ? | 100.5
C/C=C\C=C\C(=O)N1CC2(CC(c3cccc(NC(=O)CC(c4ccccc4)c4ccccc4)c3)=NO2)C[C@H]1C(N)=O (stereo partly drawn) | 97.7 | ? | 95.1
CCc1nc(SCC(=O)Nc2ccc(N(C)C)cc2)c2ccccc2n1 | 97.9 | ? | 100.0
CSCC(=O)Nc1ccc(F)c(Cl)c1 | 101.9 | ? | 101.3
COc1ccc(C(CC(=O)N2CCCC(C)C2)c2c(OC)cc(OC)c3c(-c4ccccc4)cc(=O)oc23)cc1 (stereo not drawn) | 93.0 | ? | 100.5
CCn1nc(C)c(/C=N/NC(=O)Cn2nnc(N)n2)c1C | 98.0 | ? | 100.1
Cc1cc(/C(N)=N/OC(=O)c2cccc(Cl)c2)no1 | 101.5 | ? | 100.6
C/C(CC(=O)Nc1cccnc1)=N/NC(=O)COc1ccc(Cl)cc1Br | 95.0 | ? | 100.3
COc1cc(C(=O)NNC(=S)NC(=O)/C=C/c2ccccc2)cc(OC)c1OC | 98.8 | ? | 102.0
O=[N+]([O-])c1cccc(-c2noc(-c3cccs3)n2)c1 | 90.2 | ? | 101.7
Cc1ccc(C)c(S(=O)(=O)Nc2ccc(O)c(Sc3ncn[nH]3)c2)c1 | 101.7 | ? | 101.7
Cc1ccc(NC(=S)Nc2ccccn2)c(C)c1 | 88.8 | ? | 93.7
CCn1c2ccccc2c2cc(NC(=O)c3coc(=O)c(Br)c3)ccc21 | 98.6 | ? | 101.7
Clc1ccc(C(c2ccccc2)N2CCN(c3ccccn3)CC2)cc1 (stereo not drawn) | 101.0 | ? | 103.9
COC(=O)c1sc(-c2ccc(C(C)(C)C)cc2)cc1NC(=O)CSCC(=O)O | 90.7 | ? | 100.0
O=C(CSc1nc(O)c(Cc2ccccc2)c(=O)[nH]1)N1CCOCC1 | 97.2 | ? | 99.9
Nc1ccc2nc3c(c(Cl)c2c1)CCCC3 | 100.2 | ? | 102.4
CCn1c(SCC(=O)Nc2ccc3[nH]c(=O)[nH]c3c2)nnc1-c1ccccc1 | 105.0 | ? | 103.5
COc1nc(C)ccc1-c1noc(-c2cccs2)n1 | 102.0 | ? | 101.1
CCOC(=O)Nc1ccc2nc(N3CCCCCC3)sc2c1 | 100.0 | ? | 101.4

Part of the list above, with values ahead of the structure.
RGS4-Gao reg	RGS7-Gao reg	RGS8-Gao	Compound
97.2	?	99.9	O=C(CSc1nc(O)c(Cc2ccccc2)c(=O)[nH]1)N1CCOCC1
101.7	?	101.7	Cc1ccc(C)c(S(=O)(=O)Nc2ccc(O)c(Sc3ncn[nH]3)c2)c1
93.0	?	100.5	COc1ccc(C(CC(=O)N2CCCC(C)C2)c2c(OC)cc(OC)c3c(-c4ccccc4)cc(=O)oc23)cc1 (stereo not drawn)

Some entries already given with just RGS8-Gao and RGS4-Gao reg.
Compound	RGS8-Gao	RGS4-Gao reg
Cc1ccc(C)c(S(=O)(=O)Nc2ccc(O)c(Sc3ncn[nH]3)c2)c1	101.7	101.7
Cc1ccc(NC(=S)Nc2ccccn2)c(C)c1	93.7	88.8
CCn1c2ccccc2c2cc(NC(=O)c3coc(=O)c(Br)c3)ccc21	101.7	98.6
Clc1ccc(C(c2ccccc2)N2CCN(c3ccccn3)CC2)cc1 (stereo not drawn)	103.9	101.0
COC(=O)c1sc(-c2ccc(C(C)(C)C)cc2)cc1NC(=O)CSCC(=O)O	100.0	90.7

Next part:
mol | RGS4-Gao reg | RGS7-Gao reg | RGS8-Gao
CC(C)=NN1C(c2nonc2N)=NOC1(C)C | 106.3 | ? | 100.3
NC1=NC[C@H](c2ccccc2)N1CCCCC1CCCCC1 | 104.1 | ? | 103.0
Cc1cc(C)n2c(SCC(=O)NCc3ccc4c(c3)OCO4)nnc2n1 | 118.7 | ? | 111.5
CC(=O)N1N=C(c2cccs2)CC1c1cc2cc(C)ccc2nc1Cl (stereo not drawn) | 100.0 | ? | 97.8
Cc1oc2ccc(OCc3c(F)cccc3Cl)cc2c1C(=O)O | 98.5 | ? | 99.0
O=c1cnnc(N/N=C/c2cccs2)[nH]1 | 101.5 | ? | 102.7
NCC(=O)c1cccc2ccc[n+]([O-])c12 | 103.3 | ? | 101.7
O=C1CS/C(=N\N=C\c2ccco2)N1c1ccccc1 | 98.9 | ? | 100.6
O=C1/C(=C/c2cccnc2)SC(=S)N1c1ccc(O)cc1 | 101.4 | ? | 101.5
Cc1ccc(OCC(=O)NC(=S)Nc2ccc(Br)cn2)cc1 | 92.4 | ? | 92.5
Cc1nnc(SC(C(=O)c2ccccc2)c2ccccc2)[nH]c1=O (stereo not drawn) | 98.9 | ? | 101.8
C/C(CC(=O)Nc1ccc(Br)cc1)=N\NC(=O)Cc1csc(N)n1 | 97.8 | ? | 96.9
Clc1ccccc1CSc1nnc([C@@H]2CCCN2)o1 | 92.8 | ? | 96.7
COC(=O)c1ccc(S(=O)(=O)N2CCC(C(N)=O)CC2)n1C | 101.9 | ? | 100.2
O=C(c1ccc(Oc2ccccc2)cc1)C1CCCN(C(=O)c2cnccn2)C1 (stereo not drawn) | 100.1 | ? | 101.0
O=c1cc(CN2CCN(c3cccc(C(F)(F)F)c3)CC2)nc2sccn12 | 103.0 | ? | 101.9
Nc1cccc(/C=C/C(=O)O)c1 | 102.6 | ? | 102.4
O=C(CSC(=S)N1CCCCC1)Nc1ncc2c(n1)CCCC2=O | 90.3 | ? | 96.4
COC(=O)C1C(O)C(C)C(O)C(C)(O)/C=C\C=C(/C)C(=O)Nc2c(C)c(OC(C)=O)c3c(c2O)C(=O)C(C)=C2OCOC(=C23)/C(C)=C/C(C)(O)C(O)C(C)C1O (stereo not drawn) | 116.7 | ? | 103.1
COC(=O)c1cc(S(=O)(=O)Nc2ccsc2C(=O)OC)oc1C | 102.5 | ? | 103.5

Next structures
mol | RGS4-Gao reg | RGS7-Gao reg | RGS8-Gao
O=C(CSc1ccccn1)Nc1ccc2c(c1)OCO2 | 103.9 | ? | 102.6
C(=N\Nc1nc2ccccc2[nH]1)/c1cccc2cccnc12 | 99.6 | ? | 103.0
O=C(COC(=O)c1ccc(O)cc1)Nc1cccc(S(=O)(=O)N2CCCCC2)c1 | 99.7 | ? | 102.2
CCC1=C2CC[C@H]3C(=O)N(c4ccccc4)C(=O)[C@H]3[C@H]2[C@@]2(C)C(=NCC(=O)OC)OC(=O)N2C1=O | 105.7 | ? | 102.5
CN(Cc1ncc[nH]1)Cc1cn(-c2ccccc2)nc1-c1ccc2c(c1)OCO2 | 86.5 | ? | 92.4
COc1ccc(/C=C/C(=O)O)cc1Cl | 95.3 | ? | 97.7
CCC(=O)N1N=C(c2ccc(Cl)cc2)CC1c1ccco1 (stereo not drawn) | 97.1 | ? | 101.8
COc1ccc(-c2c3c(=O)n(C)c(=O)n(C)c3cn2-c2ccc(O)cc2)cc1 | 100.2 | ? | 102.0
Cc1ccccc1CSc1nnc(-c2ccccn2)n1C | 107.0 | ? | 102.5
CCSc1nnc(NC(=O)CSc2nc3c(c(=O)n2CCOC)SC(C)C3)s1 (stereo not drawn) | 99.7 | ? | 100.7
CC(=O)NNc1cc(C)nc(N)n1 | 96.4 | ? | 96.8
CC(C)(C)c1ccc(C(=O)NNc2ncccc2-n2cccc2)cc1 | 89.3 | ? | 99.1
N#Cc1c(N(CCO)CCO)nc(N)c2c(N)nc3c(c12)CC(=O)N3Cc1cccs1 | 101.9 | ? | 97.7
N#C/C(=C\c1cccs1)C(=O)c1ccccc1 | 101.4 | ? | 97.9
C[C@H](NC(=O)c1nc[nH]c1C(=O)N1CCN(c2ccccc2)CC1)C(=O)OC(C)(C)C | 97.2 | ? | 100.2
Cc1ccc(OS(=O)(=O)c2ccc(-c3csc(C)n3)s2)c(C)c1 | 101.3 | ? | 100.6
CC(/C=C/c1ccccc1)=N\NC(=O)c1cc(C)nc2ccccc12 | 106.3 | ? | 102.1
[O-][n+]1onc2c1CCC(=N/O)/C2=N\Nc1ccccc1 | 97.1 | ? | 100.2
CCOC(=O)c1c(NC(=S)N2CCN(C)CC2)sc2c1CCN(C(=O)OCC)C2 | 102.2 | ? | 99.9
Cc1ccc(C(=O)Nc2nn(C)c3cccc(F)c23)cc1 | 101.1 | ? | 102.2
COc1ccc(N2CCN(C(=O)CCc3ccc(S(=O)(=O)NC(C)(C)C)cc3)CC2)cc1 | 103.1 | ? | 102.5

Part of the list above in order of SMILES length, low to high:
mol | RGS4-Gao reg | RGS7-Gao reg | RGS8-Gao
COc1ccc(/C=C/C(=O)O)cc1Cl | 95.3 | ? | 97.7
Cc1ccccc1CSc1nnc(-c2ccccn2)n1C | 107.0 | ? | 102.5
CC(/C=C/c1ccccc1)=N\NC(=O)c1cc(C)nc2ccccc12 | 106.3 | ? | 102.1
CCOC(=O)c1c(NC(=S)N2CCN(C)CC2)sc2c1CCN(C(=O)OCC)C2 | 102.2 | ? | 99.9
COc1ccc(N2CCN(C(=O)CCc3ccc(S(=O)(=O)NC(C)(C)C)cc3)CC2)cc1 | 103.1 | ? | 102.5

Assay outcomes from PubChem BioAssay.

The list is partial; rates above refer to the full screens.
